Mtb RmlCD inh: inhibitors of Mycobacterium tuberculosis RmlC and RmlD coupled enzymes. P9WH09+P9WH11. RmlC+RmlD coupled enzyme assay, percent inhibition; primary screen in compound mixtures. inhibition, % at 3.6 µM. 160,000 compounds, 0.03% hits. AID 1533; in the data active = inhibition mostly above about 34%, no sharp cut-off; inconclusive = no clear call, values can overlap the other calls; inactive = mostly below about 22%; note: some results filed as inactive read as strong as hits
Target sequence (P9WH09 whole entry, looked up): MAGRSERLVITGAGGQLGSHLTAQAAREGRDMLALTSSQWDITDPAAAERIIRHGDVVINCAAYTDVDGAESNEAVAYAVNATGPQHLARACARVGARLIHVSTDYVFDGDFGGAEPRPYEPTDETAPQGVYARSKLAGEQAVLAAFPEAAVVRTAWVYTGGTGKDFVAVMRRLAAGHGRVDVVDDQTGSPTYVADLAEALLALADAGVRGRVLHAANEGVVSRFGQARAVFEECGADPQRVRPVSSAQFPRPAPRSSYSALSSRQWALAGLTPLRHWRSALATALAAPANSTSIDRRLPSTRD
Target sequence (P9WH11 whole entry, looked up): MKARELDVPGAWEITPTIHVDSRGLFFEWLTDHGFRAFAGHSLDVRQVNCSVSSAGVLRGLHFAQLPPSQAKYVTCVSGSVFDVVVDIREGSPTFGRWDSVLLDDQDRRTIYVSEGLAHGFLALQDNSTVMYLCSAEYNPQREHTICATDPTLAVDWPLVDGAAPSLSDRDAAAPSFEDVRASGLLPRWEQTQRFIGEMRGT
GlmU inhibition: inhibition of mycobacterial GlmU enzyme – biochemical, glucosamine-1-phosphate acetyltransferase (AID 1376). M. tuberculosis GlmU acetyltransferase enzyme assay; higher % means a stronger effect. one-dose inhibition, %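 (tested at 30 µM in the primary screen)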; IC50 in µM for titrated hits. 220,000 compounds, 0.25% hits; in the data active = inhibition above about 13%; inconclusive = no clear call, values can overlap the other calls;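 note: 0% = complete reaction with vehicle and 100% = reaction without substrate; strong numbers were not always called active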
An asterisk follows results filed as active; ? = inconclusive; nt = not tested or not shown. Only part of the results is shown; count on the stated rates, not on these rows.

SMILES | Mtb RmlCD inh | GlmU inhibition
CC(C)(C)c1ccc(S(=O)(=O)n2c(CN3CCOCC3)nc3ccccc32)cc1 | nt | 2.6%
Cc1ccc2nc(-c3cccc(NC(=O)c4ccc5c(c4)OCCO5)c3)oc2c1 | -5 | -3.6%
COC(=O)CCC(=O)OC1(C)C(=O)C2=CN(Cc3ccc(OC)cc3)C(c3ccc(OC)cc3)=CC2=C(Br)C1=O (stereo not drawn) | nt | -0.1%
Cc1cccc(-c2ccc(C=Nc3c(C)n(C)n(-c4ccccc4)c3=O)o2)c1 | nt | 5.0%
Cn1c(=O)c2c(O)c(C=Nc3ccc(F)cc3)c(=O)n(C)c2n(C)c1=O | -9 | 3.2%
CCOC(=O)c1ccccc1NC(=S)N1CC(C)CC(C)C1 (stereo not drawn) | 8 | -7.0%
Cc1cc(NCCCn2ccnc2)n2nc(C)c(-c3ccc(Cl)cc3)c2n1 | nt | -3.1%
Cc1cc(C)cc(NC(=O)C2CCN(c3nc(C)cc(C)n3)CC2)c1 | 11 | 0.0%
COc1ccc(NS(=O)(=O)c2cccc3nsnc23)cc1OC | nt | 0.2%
O=C(CCSc1ccccc1)Nc1ncccn1 | -13 | 2.8%
OC(c1nnc(-c2ccccc2)o1)c1cccs1 (stereo not drawn) | -6 | 1.8%
CC(Sc1ccccc1)C(=O)N(CCC#N)Cc1cccnc1 (stereo not drawn) | -13 | 4.4%
CCOc1cc(/C=C2\C(=O)N(c3ccc(C(N)=O)cc3)N=C2C)ccc1OC(=O)c1cccs1 | 8 | 1.1%
O=C(NC1CC1)C1=C[C@@H](c2ccc3c(c2)OCO3)C[C@@H](OCCCCO)O1 | nt | 1.6%
CCOC(=O)C1CCN(C(=O)c2ccccc2NS(=O)(=O)c2cc(C)ccc2C)CC1 | -7 | -3.9%
COc1ccc(N2C(=O)CC(N3CCN(C4CCc5ccccc5C4)CC3)C2=O)cc1 (stereo not drawn) | 6 | 0.9%
COc1cccc(C(c2sc3nc(C)nn3c2O)N2CCN(c3ccccc3F)CC2)c1 (stereo not drawn) | -11 | -2.0%
COC(=O)c1ccc(/C=N/Nc2nc(-c3ccc(Cl)cc3Cl)cs2)cc1 | nt | -1.0%
O=C1C=C(c2ccccc2)CC(c2cccs2)C1n1cnc([N+](=O)[O-])c1 (stereo not drawn) | nt | -5.5%
OCCC1CN(Cc2nc(-c3ccccc3)cs2)CCN1CCc1ccccc1 (stereo not drawn) | -9 | 1.6%
C#CCOCCOCCOCCNc1nc(N2CCOCC2)nc(N2CCN(C(=O)Cn3cc(CC(C)O)nn3)CC2)n1 (stereo not drawn) | nt | -1.0%
Oc1ccc(N2CCN(C(c3cccs3)c3nnnn3CCc3ccccc3)CC2)cc1 (stereo not drawn) | 11 | -5.0%
C=CCn1c(SCC(=O)NC2CCCCC2)nnc1C(C)NC(=O)c1cccs1 (stereo not drawn) | 3 | 2.1%
CC(C)c1ccc(/C=C/C(=O)NNC(=O)c2cccnc2)cc1 | nt | -2.8%
COc1ccccc1CCNC(=O)CCn1c(=O)oc2ccccc21 | 17 | -5.1%
CC(=O)Nc1ccc2nc(SCC(=O)O)sc2c1 | 19 | -2.0%
CNc1ccccc1C(=O)OCC(=O)c1ccc(F)cc1 | -9 | -1.0%
COC(=O)c1ccc(CNC(=O)COC(=O)C2CC3C=CC2C3)cc1 (stereo not drawn) | nt | 1.9%
O=C(OCc1ccc(Br)cc1)c1cccc(-c2nnc(-c3ccccc3)o2)c1 | -12 | 3.8%
CCN(CC)CCNCC(=O)Nc1ccc(Cl)cc1C(=O)c1ccccc1 | nt | 0.4%
c1cc(-n2nnc3cnccc32)ccn1 | nt | -3.1%
Cc1ccc(C(=O)Nc2cccc([N+](=O)[O-])c2)cc1S(=O)(=O)Nc1ccc(NC(=O)c2ccccc2)cc1 | -10 | 1.4%
CSCC(=O)N1CCCC(CNC(=O)c2ccccc2Cl)C1 (stereo not drawn) | 5 | -3.9%
CCN(CCCNC(=O)c1[nH]c(C)c(C(C)=O)c1C)c1cccc(C)c1 | -5 | -4.0%
O=C(Nc1ccc(F)cc1)N1CCc2ccccc2C1 | 6 | 6.0%
O=C(Nn1cnnc1)c1ccc([N+](=O)[O-])cc1 | -9 | -3.7%
O=C(CSc1nnc(-c2ccco2)o1)N1CCOCC1 | 15 | -4.2%
Cc1ccc(C(=O)c2ccccc2C(=O)OCC(=O)NCCc2ccc(Cl)cc2Cl)cc1 | nt | -4.0%
CN(Cc1ccccc1)c1c([N+](=O)[O-])c(=O)n(C)c2ccccc12 | -6 | 1.8%
COCCCn1c(C)csc1=Nc1cccnc1 | -16 | 0.9%
C=CCN1C(=O)CN=C1Nc1ccc(OC)cc1OC | 11 | 1.5%
COc1ccc(CCN(C)CC(=O)Nc2cc(C)nc3ccccc23)cc1OC | nt | -1.5%
S=C(NCc1ccco1)N/N=C/c1ccccc1Cl | 10 | -2.6%
Cn1cc(/C=N/NC(=O)COc2ccccc2[N+](=O)[O-])c2ccccc21 | 1 | -4.6%
Cc1ccc(CN=c2c([N+](=O)[O-])nn(-c3ccc4c(c3)OCCO4)n2O)cc1 | -11 | 7.3%
CC1(C)CC(=O)N(CC(=O)NC2CCCC2)c2ccccc2S1(=O)=O | nt | 11%
Cc1ccc(/C=N/c2sc3c(c2C(N)=O)CCCC3)o1 | 5 | 5.8%
O=C(CN(Cc1ccccc1)S(=O)(=O)c1ccc(Br)cc1)N/N=C/c1ccccc1C(=O)O | 8 | 0.8%

Compounds above that contain two or more sulfur atoms, in the order listed:
SMILES | Mtb RmlCD inh | GlmU inhibition
COc1ccc(NS(=O)(=O)c2cccc3nsnc23)cc1OC | nt | 0.2%
C=CCn1c(SCC(=O)NC2CCCCC2)nnc1C(C)NC(=O)c1cccs1 (stereo not drawn) | 3 | 2.1%
CC(=O)Nc1ccc2nc(SCC(=O)O)sc2c1 | 19 | -2.0%

Exported as tab-separated lines: entries from further up.
Molecule	Mtb RmlCD inh	GlmU inhibition
CN(Cc1ccccc1)c1c([N+](=O)[O-])c(=O)n(C)c2ccccc12	-6	1.8%
Cc1ccc(/C=N/c2sc3c(c2C(N)=O)CCCC3)o1	5	5.8%
O=C(CN(Cc1ccccc1)S(=O)(=O)c1ccc(Br)cc1)N/N=C/c1ccccc1C(=O)O	8	0.8%
Cc1ccc(C(=O)c2ccccc2C(=O)OCC(=O)NCCc2ccc(Cl)cc2Cl)cc1	nt	-4.0%

More entries:
SMILES | Mtb RmlCD inh | GlmU inhibition
COc1ccc(-n2c(=O)c3ccccc3n(CC(=O)NCc3ccco3)c2=O)cc1 | -1 | -1.9%
CCOP(=O)(OCC)C(Nc1ccccn1)c1ccccc1 (stereo not drawn) | -4 | -6.4%
CCOc1ccc(CNC(=O)c2ccc(Sc3ccc(C)cc3)c(NC(C)=O)c2)cc1OC | 2 | 2.2%
Cc1cc(C(=O)CSc2nc(N)cc(=O)[nH]2)c(C)n1-c1ccc(OC(F)F)cc1 | -12 | -0.5%
O=C(N/N=C/c1cccc(Cl)c1)C(c1ccncc1)N1CCOCC1 (stereo not drawn) | -3 | 6.4%
Cc1cccc(C(=O)NC(=S)Nc2ccc(S(=O)(=O)N3CCCCC3)cc2)c1 | 4 | -3.5%
CCO[C@H]1OC(C(=O)N2CCOCC2)=C[C@@H](C)[C@@H]1CCCO | nt | 2.4%
COc1ccc(C2CC(c3ccccc3)=NN2C(=O)COC(=O)CNC(=O)c2ccccc2)cc1 (stereo not drawn) | 5 | -2.4%
O=C(Nc1cccc(C(=O)N2CCCC2)c1)c1ccccc1 | -7 | -2.6%
O=Nc1c(-c2ccccc2)cc2ccccn12 | nt | 2.7%
O=C(O)CCc1ccc(-c2cccs2)n1NC(=O)c1ccc(Cl)cc1Cl | nt | 0.4%
CC(CNc1ccc([N+](=O)[O-])cc1)NC(=O)c1ccccc1Br (stereo not drawn) | nt | 2.7%
CC1=CC(C)(C)N2C(=O)C3(C(C#N)=C(N)Oc4cc(O)ccc43)c3cccc1c32 (stereo not drawn) | nt | 1.9%
COCc1nnc(NC(=O)c2ccccc2Oc2ccccc2)s1 | -10 | 0.8%
Cc1nc(C(=O)NC2CC2)sc1C1(C)CC(c2cccc([N+](=O)[O-])c2)=NO1 (stereo not drawn) | nt | -2.3%
CC(NC(=O)COC(=O)CCc1ccccc1)c1ccccc1 (stereo not drawn) | -8 | -1.8%
Cc1ccc2c(c1)nnn2C1CCN(CC(=O)NCc2ccccc2F)CC1 | 11 | -3.8%
O=C(O)/C=C/c1ccc(OCc2cccc(F)c2)cc1 | -1 | -0.7%
O=C(O)c1ccc(NS(=O)(=O)c2ccc(Cl)c(Cl)c2)cc1O | nt | -3.5%
CCOC(=O)[C@@H]1CCN(Cc2ccccc2)C[C@H]1c1ccccc1 | 14 | 6.4%
CN1CCC(=NNC(=O)CSc2ccc(Cl)cc2)CC1 | -1 | -2.4%
CCOC(=O)c1sc(NC(=O)CSc2nncs2)c(C(=O)OCC)c1C | -10 | 3.4%
Cc1nn(-c2ccccc2)c2c1P(=O)(O)/C(=C1\N(C)c3ccccc3C1(C)C)C=N2 | 4 | 2.8%
C=CCNC(=S)NNC(=O)CSc1nc2ccccc2s1 | nt | 3.2%
CCC(C)c1ccccc1NC(=O)CN1CCN(C/C=C/c2ccccc2)CC1 (stereo not drawn) | 0 | 1.9%
COCCn1c(SCC#N)nnc1-c1ccccc1 | -6 | -2.1%
CCOC(=O)c1c(NC(=O)COC(=O)c2nc(Cl)ccc2Cl)sc2c1CCC2 | -12 | 0.8%
Cc1ccc2nc3nc(NCC4CCCO4)c(C(=O)NC4CCCC4)cc3c(=O)n2c1 (stereo not drawn) | 10 | 2.4%
Cc1ccc(N(CC(=O)NCCSCc2ccco2)S(C)(=O)=O)cc1 | 3 | -3.9%
CCN(CC)CCNC(=O)c1nn(-c2ccc(C)cc2)c(=O)c2c1c1ccccc1n2C | ? | -0.8%
CCOC(=O)C1CCN(C(=O)COc2cc(C)c(Br)c(C)c2)CC1 | 4 | 0.1%
CCOc1cnn(-c2cc(Oc3ccc(C)cc3)ncn2)c(=O)c1Cl | 2 | -1.6%
O=S(=O)(c1c(F)cccc1F)N1CCN(C(=S)NCc2ccc3c(c2)OCO3)CC1 | -8 | 7.2%
Cc1ccn(CCSCC(=O)O)n1 | -7 | 3.6%
C(#CC12CC3CC(CC(C3)C1)C2)CN1CCOCC1 | 9 | -1.1%
Cc1cc(N2CCCN(C)CC2)nc2cc(Cl)ccc12 | -4 | -4.9%

Retrieved by compound from the list above:
SMILES | Mtb RmlCD inh | GlmU inhibition
O=C(Nc1ccc(F)cc1)N1CCc2ccccc2C1 | 6 | 6.0%
O=C(Nc1cccc(C(=O)N2CCCC2)c1)c1ccccc1 | -7 | -2.6%

Other compounds follow:
SMILES | Mtb RmlCD inh | GlmU inhibition
COc1cccc(Nc2nnc(SCc3cc([N+](=O)[O-])cc4c3OCOC4)s2)c1 | 3 | -0.9%
Cc1oc(-c2ccccc2Cl)nc1CSCC(=O)NC1CCCC1 | -14 | -2.0%
COc1ccc(-c2cn3cccnc3n2)cc1NC(=O)C1CCCC1 | nt | 3.8%
COc1ccccc1OCC(=O)Nc1oc(-c2ccccc2)c(-c2ccccc2)c1C#N | nt | -4.1%
C/C(Cc1ccccc1)=N\NC(=O)CNC(=O)COc1cccc(C)c1 | 6 | -3.3%
Cc1ccc2cc(CN(Cc3ccc4c(c3)OCO4)Cc3nnnn3Cc3ccco3)c(=O)[nH]c2c1C | -15 | -1.0%
O=C(c1cccc([N+](=O)[O-])c1)n1nc(-c2ccccc2)nc1NCc1ccccc1 | -4 | -2.2%
CCCOc1ccc(/C=N/NC(=O)CSCc2ccc([N+](=O)[O-])cc2)cc1OCC | -8 | -6.1%
O=C(NCC(=O)N(Cc1ccc(F)cc1)C(C(=O)NC1CCCC1)c1ccco1)c1ccco1 (stereo not drawn) | -5 | 2.8%
C#CCNc1c2c(nc3nnnn13)CCCC2 | 5 | 1.3%
COc1ccc(-c2cc(C(=O)Nc3ccccc3O)c3ccccc3n2)cc1OC | 5 | -1.9%
Cc1ncc(CN2CCCC(C(=O)c3cccc(Cl)c3)C2)s1 (stereo not drawn) | 7 | -3.2%
COc1ccc(C(c2nnnn2CC2CCCO2)N2CCN(c3cccc(C)c3C)CC2)cc1 (stereo not drawn) | 7 | -3.7%
N#CC(C#N)=NNc1ccc(S(=O)(=O)N2CCCC2)cc1 | -10 | 4.8%
Cc1cc(C)nc(SCc2ccc(C(=O)O)o2)n1 | nt | 1.8%
CCOc1ccc(NC(=O)N(C2CCCCC2)C2CCN(C(C)=O)CC2)cc1 | nt | -6.0%
C/C(Cl)=C/CN1C(=O)C2C3C=CC(C3)C2C1=O (stereo not drawn) | -1 | -0.7%
COCCCNC(=O)c1cccc(C(=O)NCCCOC)c1 | -8 | -1.2%
Oc1c(C(Nc2nccs2)c2ccc(C(F)(F)F)cc2)ccc2cccnc12 (stereo not drawn) | nt | 1.5%
CCn1c(=O)cc(OCC(=O)NCCCN2CC(C)CC(C)C2)c2ccccc21 (stereo not drawn) | nt | 0.6%
CCCOc1ccc(C(=O)NNC(=S)NC(=O)c2cc(-c3ccccc3)nc3ccccc23)cc1 | 1 | 5.3%
C=CCSC1=C(C#N)C(c2ccc(OCC)cc2)CC(=O)N1 (stereo not drawn) | nt | 9.6%
CCSc1nnc(N(CCC#N)CCC#N)s1 | nt | -1.3%
Cc1nnc(NC(=O)CCSc2ccc(Cl)cc2)s1 | 4 | -5.7%
CCCCCc1nc2ccccc2c(=O)n1-c1ccccc1[N+](=O)[O-] | 22 | 1.7%
CCOC(=O)c1sc(NC(=S)NC(=O)c2ccccc2)nc1C | 1 | 4.5%

High-throughput results deposited in PubChem by several laboratories.
